Bioassay records: PubChem, The Scripps Research Institute Molecular Screening Center
core dimer inh: HCV core protein dimerization inhibition | inhibition, % at 5 µM | hit rate 0.33% among 300,000 | TR-FRET GST/Flag-core106 dimerization, 1536-well;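 active = inhibition above the mean of all tested compounds plus 3 SD, set per screening campaign, cut at about 45% in these data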
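test system = GST/Flag-tagged HCV core106 proteins | probe or stimulus = Eu donor and XL665 acceptor anti-tag antibodies | times = compound-protein-antibody incubation 4 h at 22.5 °C | signal = TR-FRET, excitation 340 nm, emission 617 and 671 nm | measure = percent inhibition of core106 dimerization signal | controls = wells lacking GST-core106 and wells with excess unlabelled core106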
AHR act: activates the human aryl hydrocarbon receptor; activation, % at 5 µM; P35869; hit rate 2.5% among 320,000; AHR-responsive luciferase reporter cells, luminescence; in the data active = activation above about 47%;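 note: 0% = vehicle wells and 100% = reference agonist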
Target sequence (P35869 whole entry, looked up): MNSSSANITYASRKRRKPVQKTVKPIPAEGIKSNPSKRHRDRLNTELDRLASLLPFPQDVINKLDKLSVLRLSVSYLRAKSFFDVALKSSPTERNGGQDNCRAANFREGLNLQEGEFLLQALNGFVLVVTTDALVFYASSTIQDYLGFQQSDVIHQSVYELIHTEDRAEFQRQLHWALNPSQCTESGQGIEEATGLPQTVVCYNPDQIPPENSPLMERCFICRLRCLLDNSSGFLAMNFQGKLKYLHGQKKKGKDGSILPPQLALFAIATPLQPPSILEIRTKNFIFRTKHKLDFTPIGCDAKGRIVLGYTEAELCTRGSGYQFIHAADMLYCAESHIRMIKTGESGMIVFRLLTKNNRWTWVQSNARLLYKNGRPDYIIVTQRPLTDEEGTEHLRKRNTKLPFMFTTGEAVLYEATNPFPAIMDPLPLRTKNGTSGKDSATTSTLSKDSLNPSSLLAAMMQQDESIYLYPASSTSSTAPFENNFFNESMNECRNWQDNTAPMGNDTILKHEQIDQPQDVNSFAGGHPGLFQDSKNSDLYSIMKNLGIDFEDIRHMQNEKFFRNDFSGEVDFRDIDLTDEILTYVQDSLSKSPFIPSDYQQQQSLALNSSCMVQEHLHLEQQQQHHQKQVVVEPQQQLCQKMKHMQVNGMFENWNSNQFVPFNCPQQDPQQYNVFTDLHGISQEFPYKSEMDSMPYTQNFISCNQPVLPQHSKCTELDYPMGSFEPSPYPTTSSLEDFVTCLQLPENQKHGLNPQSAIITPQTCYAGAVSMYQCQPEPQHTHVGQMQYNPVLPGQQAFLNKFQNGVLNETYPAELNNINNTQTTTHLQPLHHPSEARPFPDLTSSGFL
PP5 primary: PP5 (human) phosphatase inhibition. inhibition, % at 6.7 µM. hit rate 0.18% among 320,000. AID 1987. purified PP5c, OMFP substrate fluorescence;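 active = inhibition above the campaign's mean inhibition across all tested compounds plus 3 SD, cut at about 9.5% in these data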;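 note: 0% = DMSO only and 100% = 100 µM cantharidin control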
TPT1 inh: blocks Candida albicans tRNA 2'-phosphotransferase; recombinant caTPT1, FP RNA substrate dephosphorylation; inhibition, % at 5 µM; hit rate 0.81% among 300,000;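 active = inhibition above the mean of all tested compounds plus 3 SD, set per screening campaign, cut at about 24% in these data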;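 note: plate controls were DMSO alone for no effect and ferristatin control at 100 nM for full effect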
PP1 inh: blocks human PP1-alpha phosphatase, a PP5 counter-screen; inhibition, % at 6.7 µM; purified PP1alpha, OMFP fluorescence; hit rate 0.9% among 320,000;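 active = inhibition above the mean inhibition of all tested compounds plus 3 SD, computed separately for each screening campaign, cut at about 15% in these data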
proCasp3 act: activates human procaspase-3; hit rate 0.11% among 330,000; AID 463141; P42574; activation, % at 8.5 µM; recombinant procaspase-3 D3A, Ac-DEVD-pNA absorbance 405 nm;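 active = activation above the mean of all tested compounds plus 3 SD, cut at about 21% in these data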;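 note: 0% = DMSO alone and 100% = DMSO wells spiked with extra 5 µM PC-3 D3A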
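Compound: 8.5 µM single point, 0.8% DMSO / Material: Autoprocessing-dead procaspase-3 D3A mutant enzyme / Timing: 1 h preincubation plus 2 h reaction at 25 °C / Medium: Zinc-free HEPES/NaCl buffer with 0.01% Triton X-100 at pH 7.4 / Technique: 405 nm absorbance of p-nitroaniline, reads at 0 and 120 min / Repeats: one well per compound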
procasp7 counter: counter-screen for procaspase-3 activators: activators of human procaspase-7 | P55210 | recombinant procaspase-7, Ac-DEVD-pNA absorbance 405 nm; D23A/D198A/D206A triple mutant, cannot self-cleave; scale: DMSO 0, 5 µM enzyme 100 | activation, % at 8.5 µM | hit rate 0.093% among 330,000 | AID 463210;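 active = percent activation above the screen-wide mean plus 3 SD, cut at about 25% in these data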
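Assay system: Uncleavable procaspase-7 mutant enzyme / Input: 2 µM procaspase-7 mutant as dispensed / Dosing: single nominal 8.5 µM compound dose, 0.8% DMSO final / Timing: 1 h enzyme–compound preincubation and 2 h substrate reaction, both 25 °C / Detection: p-Nitroaniline absorbance at 405 nm, read at 0 and 120 min / Replication: singlicate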
CTSL1 counter: counter-screen for PFM18AAP inhibitors: inhibitors of F. hepatica cathepsin L1. inhibition, % at 5.96 µM. recombinant F. hepatica cathepsin L1, Z-Leu-Arg-MCA fluorescence. AID 1906. hit rate 0.49% among 300,000;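 active = inhibition above the mean of all tested compounds plus 3 SD, set per screening campaign, cut at about 17% in these data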;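 note: 0% = plate median of test compound wells and 100% = 1 µM Z-Phe-Ala-diazomethylketone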
PAFAH2 inh: PAFAH2 (human) inhibition | recombinant PAFAH2, FP-rhodamine activity probe, fluorescence polarization | inhibition, % at 3.39 µM | hit rate 0.99% among 340,000 | AID 492956;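 active = inhibition above the mean over all tested compounds plus 3 SD, cut at about 30% in these data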;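 note: inhibitors block probe labeling of enzyme so polarization drops; 0% = enzyme with DMSO and 100% = wells lacking PAFAH2 protein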
Numbers without * were called inactive; . = no result given.

nr	Compound	procasp7 counter	PP1 inh	proCasp3 act	core dimer inh	PP5 primary	AHR act	CTSL1 counter	PAFAH2 inh	TPT1 inh
1	Cc1ccc[n+](CC(=O)Nc2cccc(Cl)c2)c1	1	-5	-7	-1	1.5	2	0	-13	1
2	O=C1CC(N2CCN(c3cccc(C(F)(F)F)c3)CC2)C(=O)N1c1ccccc1 (configuration not stated)	0	1	-18	-1	3.5	0	0	-4	1
3	CCCCCCCC(=O)NNC(=O)CCC(=O)O	0	-2	3	-2	0.3	0	3	1	-9
4	Cc1ccc(Cl)cc1NC(=O)COC(=O)c1ccccc1O	-2	4	12	-2	2.2	-3	2	0	-6
5	COc1cccc(CN2CCNC(=O)C2CC(=O)NCCCC2CCCC2)c1OC (configuration not stated)	4	-1	10	1	2.6	5	1	-3	0
6	COc1ccc(C)cc1NC(=O)n1ncc2c(C)cccc21	-12	-1	-4	3	-0.4	23	1	-1	2
7	COc1ccc(-c2c([C@H]3[C@H]4C=CC[C@@H](C)[C@@H]4C(=O)N3Cc3ccccc3)ccc3ccccc23)cc1OC	15	8	7	24	0.9	-1	1	1	-2
8	O=C(NCCc1c[nH]c2ccccc12)c1ccc(Cl)cc1	4	3	-8	-9	2.9	4	0	-5	-1
9	CC(=O)c1ccc(OC(C)C)c(CSC(=N)N)c1	-9	-3	-7	-4	0.9	-2	3	3	0
10	COc1ccccc1NC(=O)CNC(=O)Cn1cnc2sc(C)c(C)c2c1=O	-8	-4	14	2	3.2	2	0	4	-2
11	COc1ccc(OC)c(NC(=O)CN(c2ccc(C(C)C)cc2)S(=O)(=O)c2c(C)noc2C)c1	1	1	1	2	-0.5	4	2	0	-1
12	COc1ccc(C(=O)N2CCN(c3cnn(-c4ccccc4)c(=O)c3Cl)CC2)cc1	-7	0	-4	8	-0.8	-1	-9	-1	3
13	CC(NC(=O)c1ccco1)C(=O)N1CCN(S(=O)(=O)c2ccccc2C#N)CC1 (configuration not stated)	0	-3	1	.	-1.8	0	.	5	.
14	COc1ccc(NC(=O)CSc2nnc(-c3ccccn3)n2N)c(OC)c1	9	1	0	-1	1.8	18	-4	-9	3
15	CS(=O)(=O)N1CCCC(C(=O)NCCCN2CCOCC2)C1 (configuration not stated)	1	2	5	0	1.8	8	0	0	1
16	Clc1cccc(Oc2cnns2)c1Cl	-12	1	2	3	1.0	5	0	-1	-3
17	CCOC(=O)Cn1nnnc1CN(CCc1ccccc1)Cc1cc2cc(CC)ccc2[nH]c1=O	-27	5	-10	8	3.3	11	6	4	-1
18	Cn1cccc1C1Nc2ccccc2NC2=C1C(=O)CC(C)(C)C2 (configuration not stated)	-8	-2	-1	-9	-0.8	15	4	2	-6
19	COc1ccc(C(=O)N/C(=C/c2cccs2)c2nc3ccccc3[nH]2)cc1OC	6	1	2	-13	4.4	35	3	10	1
20	Cc1ccc(NC(=O)CCC(=O)NNC(=O)c2ccco2)c(C)c1	8	-5	2	-1	-0.9	0	-4	4	6

The last 3 compounds of the part before come first, to join the parts.
nr	Compound	procasp7 counter	PP1 inh	proCasp3 act	core dimer inh	PP5 primary	AHR act	CTSL1 counter	PAFAH2 inh	TPT1 inh
18	Cn1cccc1C1Nc2ccccc2NC2=C1C(=O)CC(C)(C)C2 (configuration not stated)	-8	-2	-1	-9	-0.8	15	4	2	-6
19	COc1ccc(C(=O)N/C(=C/c2cccs2)c2nc3ccccc3[nH]2)cc1OC	6	1	2	-13	4.4	35	3	10	1
20	Cc1ccc(NC(=O)CCC(=O)NNC(=O)c2ccco2)c(C)c1	8	-5	2	-1	-0.9	0	-4	4	6
21	CC(=O)OCC(=O)Nc1c(C)cc(C)cc1C	9	-11	-1	-10	3.2	-1	-4	0	0
22	Cc1nn(Cc2ccccc2)c(Cl)c1/C=C/C(=O)OCC(=O)NC(C)C(C)C (configuration not stated)	3	-2	4	1	-0.3	0	-3	67*	2
23	CCN(CC)P1(=O)OC(c2cc(OC)c(OC)c(OC)c2)=Nc2c1c(C)nn2-c1ccccc1 (configuration not stated)	-1	-3	0	3	0.2	5	0	1	3
24	Cc1nc2nc(-c3ccco3)[nH]n2c(=O)c1Cc1ccccc1	3	2	5	-8	-0.8	1	-3	0	-6
25	O=C1N/C(=N\N=C\c2ccc3ncccc3c2)SC1Cc1ccc(SC(F)F)cc1 (configuration not stated)	-2	5	-6	18	0.2	6	6	9	0
26	Cc1ccccc1NC(=O)CC1(c2ccc(N(C)C)cc2)C(=O)c2ccccc2C1=O	-4	-4	-11	2	3.0	6	4	-9	1
27	CCC1(C)Cc2c(sc3[nH]c(=S)n(Cc4ccccc4)c(=O)c23)CO1 (configuration not stated)	-17	0	0	4	2.5	1	2	26	0
28	Cc1csc(SCC(=O)Nc2cc(C(C)(C)C)nn2-c2ccccc2)n1	2	-4	2	1	5.2	1	-2	-3	1
29	NC(=S)N/N=C/c1ccccc1OCc1cccc(Cl)c1	-4	5	-4	8	2.6	31	13	-14	-1
30	Cn1c(CNS(=O)(=O)c2ccc(F)cc2)n[nH]c1=S	-3	0	-10	0	2.7	-1	-4	5	1
31	COc1ccc(CCNC(=O)CNC(=O)Cn2cnc3sc(C)c(C)c3c2=O)cc1OC	14	1	6	-7	-0.1	1	-2	-1	2
32	COCCN1CSC(=S)N(Cc2ccco2)C1	-16	-3	-7	3	0.8	0	2	1	1
33	O=C(COC(=O)c1ccncc1)Nc1cccc2ccccc12	-7	.	-1	.	.	6	.	-5	.
34	Cn1c(SCC(=O)NCc2ccc3c(c2)OCO3)nnc1C1COc2ccccc2O1 (configuration not stated)	-4	-1	-6	4	-2.3	2	0	2	6
35	COc1ccc(C(=O)NC(=S)NNC(=O)[C@H]2C[C@@H]2c2ccccc2)cc1OC	-11	-4	2	8	-3.3	2	-3	4	0
36	Cc1cc(C)n(C(=O)COc2ccc(Cl)cc2Cl)n1	10	-7	1	3	0.8	-2	-3	-3	2
37	CCc1cc2c(=O)c(-c3ccc4c(c3)OCCO4)coc2cc1OC(=O)c1ccco1	13	0	-6	0	-0.7	-2	-2	0	-2
38	Cc1ccc(-c2csc3nc4c5ccccc5c(NCCCN5CCOCC5)nn4c(=O)c23)cc1	16	4	17	-19	2.9	-2	5	.	0
39	Cc1ccccc1NCN1C(=O)C2CCC(C)(C1=O)C2(C)C (configuration not stated)	12	-1	-7	-1	-1.6	2	0	9	-1
40	O=C(N/C(=C\c1ccccc1)C(=O)N1CCOCC1)c1ccccc1Cl	-3	-9	2	-22	-0.6	2	5	-3	-2
41	COc1ccc(S(=O)(=O)N2Cc3ccccc3CC2C(=O)O)cc1 (configuration not stated)	-12	1	-9	5	3.0	8	-4	8	2
42	O=C(CCCCn1c(=O)c2ccccc2n(CC(=O)NC2CCCC2)c1=O)NCc1ccco1	5	0	-2	-1	3.2	-2	-3	-11	-2
43	CCCCCOc1ccc(C(=O)NC(CCC)C(=O)O)cc1 (configuration not stated)	6	-1	3	1	0.2	2	5	0	-7
44	CN(C)c1ccc(NC(=O)c2cccc(C(=O)Nc3ccc(N(C)C)cc3)n2)cc1	-3	4	-3	-20	2.1	68*	2	-5	1
45	CCOC(=O)N1CCN(C(=O)C2CCC(CNS(=O)(=O)c3ccccc3)CC2)CC1 (configuration not stated)	7	4	4	-2	1.9	0	-1	6	2
46	Cc1nn(S(=O)(=O)c2ccc(Cl)cc2)c(C)c1Sc1ccc([N+](=O)[O-])cc1	-2	0	3	1	-0.8	0	-5	5	0
47	Cc1ccc(CNC(=O)CCCNS(=O)(=O)c2cccc3nonc23)cc1	3	-5	3	1	0.8	1	-1	2	-3
48	COCCNS(=O)(=O)c1ccc(-c2ccc(S(=O)(=O)NCCOC)cc2)cc1	8	3	-4	-2	0.9	0	1	8	-1
49	CCC(=O)Nc1ccc2c(c1)ncn2-c1ccccc1	2	-2	4	1	-2.5	-1	-2	2	0
50	O=C(Nc1cccnc1)c1ccc(Cl)c(S(=O)(=O)N2CCc3ccccc32)c1	7	1	11	10	5.5	12	3	5	1
51	Cc1nc2ccccc2n1S(=O)(=O)c1ccc(S(=O)(=O)N2CCCCCC2)cc1	0	-1	-1	1	-1.3	-2	2	-4	-3
52	COC(=O)c1c(C)[nH]c(O)c1C=Nc1ccc(C#N)cc1	-1	-1	-2	-6	1.4	5	-1	-7	7
53	O=C(O)CCC(=O)Nc1ccc(OCC(=O)O)cc1	0	-2	1	3	0.7	1	-4	0	-3
54	Cc1ccc(-c2nn(C)c(=O)c3ccccc23)cc1S(=O)(=O)N1CCOCC1	1	-2	6	4	-0.8	1	-4	-6	-2
55	COc1ccc(CNS(=O)(=O)c2ccc(Br)s2)cc1	6	0	4	6	0.5	3	2	1	0
56	Cc1ccccc1NC(=O)CCCNC(=O)c1ccc(Cl)cc1	-7	-2	-9	-11	4.0	4	1	4	2
57	C=CCN1C(=O)C2(OCCCO2)c2cc(CCCC)ccc21	6	0	4	-3	0.7	2	-1	1	2
58	CNC(=S)N1CCc2ccccc2C1	-4	2	1	5	-0.9	0	3	7	0
59	COc1ccc(NC(=S)NNC(=O)c2cccs2)cc1	-8	-4	-10	-10	1.4	2	-7	8	-2
60	O=S(=O)(CCSc1nc2ccccc2o1)c1nc2ccccc2s1	-11	5	-8	8	1.8	14	4	-1	3
61	N/C(=N\OC(=O)Nc1ccccc1)c1ncc(C(F)(F)F)cc1Cl	6	-1	2	-3	4.2	1	4	5	2
62	COc1cccc2cc(C(=O)NCc3ccccc3)c(=N)oc12	15	-9	3	4	-1.0	5	12	0	-2
63	CC(CN1CCC(n2nccc2NC(=O)C2CCCC2)CC1)c1ccccc1 (configuration not stated)	1	-6	-7	-2	0.1	-1	-2	0	-1
64	COc1ccc(CC(=O)NC2CCSc3ccccc32)cc1OC (configuration not stated)	12	-4	2	10	-0.8	6	0	7	-3
65	CCCn1c(SCC(=O)NC2CCCCC2)nnc1-c1ccncc1	-3	-7	0	7	-5.6	3	3	-4	-1
66	O=C(CS(=O)c1ccc(C(F)(F)F)cc1[N+](=O)[O-])Oc1ccc(Cl)cc1 (configuration not stated)	0	3	-13	-5	0.6	9	11	6	-2
67	CC1(c2ccc([N+](=O)[O-])cc2)NC(=O)N(CC(=O)Nc2cccnc2Cl)C1=O (configuration not stated)	8	-2	1	-1	1.2	3	7	5	4

An excerpt from above, limited to PP5 primary:
nr	smiles	PP5 primary
61	N/C(=N\OC(=O)Nc1ccccc1)c1ncc(C(F)(F)F)cc1Cl	4.2
62	COc1cccc2cc(C(=O)NCc3ccccc3)c(=N)oc12	-1.0

Outcome played no part in choosing rows; any-hit rate near 5.6%.
